D1 agonist: agonists of human D1 dopamine receptor | HEK293 T-REx D1 cells, calcium flux, agonist mode | activation, % at 2 µM | 360,000 compounds, 1% hits | AID 504660; also: 0% is about no effect
Target sequence (P21728 whole entry, looked up): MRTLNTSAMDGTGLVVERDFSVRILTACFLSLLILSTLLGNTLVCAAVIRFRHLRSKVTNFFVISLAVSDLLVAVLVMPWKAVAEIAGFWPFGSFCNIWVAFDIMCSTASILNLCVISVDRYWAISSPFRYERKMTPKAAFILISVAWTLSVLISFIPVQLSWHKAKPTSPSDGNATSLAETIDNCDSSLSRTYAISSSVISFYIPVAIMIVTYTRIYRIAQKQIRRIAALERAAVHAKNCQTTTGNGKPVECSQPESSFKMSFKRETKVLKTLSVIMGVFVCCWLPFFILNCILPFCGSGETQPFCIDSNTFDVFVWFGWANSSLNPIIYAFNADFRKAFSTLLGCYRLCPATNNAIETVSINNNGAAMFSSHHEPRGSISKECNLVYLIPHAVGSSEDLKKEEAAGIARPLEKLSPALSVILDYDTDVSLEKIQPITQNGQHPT
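Tetracycline-induced HEK293 TREx D1 cells, force-coupled to calcium signalling, were dye-loaded with a no-wash calcium kit. Compound was pin-added after a 10 s baseline. Fluorescence was read kinetically at 1 cycle/s for 180 s, with calcium rises flagged as agonism.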
D2 ag: agonists of human D2 dopamine receptor | 340,000 compounds, 0.53% hits | activation, % at 2 µM | AID 485358 | P14416 | HEK293 T-REx D2 cells, calcium flux agonist mode;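 active = activation over 3 SD above normal in the single-dose calcium agonist read, cut at about 30% in these data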; also: 0% is about no effect
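Agonism is scored from calcium flux in a force-coupled, inducible HEK293 cell line expressing D2, read kinetically for 180 s after compound addition against dopamine controls.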
D2 antagonist: D2 dopamine receptor (human) antagonism. P14416. AID 485344. HEK293 TREx D2 cells, calcium flux, dopamine EC80. 340,000 compounds, 2% hits. inhibition, % at 10 µM; in the data active = inhibition above about 30%; also: 0% is about no effect
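Measurement of antagonist activity uses fluorescent calcium dye in inducible HEK293 T-REx D2 cells: 10 s baseline, compound addition with 180 s read, EC80 dopamine addition with a further 180 s read.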
D1 potentiator: enhances dopamine response at the human D1 receptor. P21728. HEK293 TREx D1 cells, calcium flux, dopamine EC20 potentiation. potentiation, % at 10 µM. 360,000 compounds, 0.036% hits; in the data active = potentiation above about 30%; also: 0% is about no effect
TRHR enhancer: TRH receptor (human) allosteric enhancement; P34981; TRHR cells, fluo-8 calcium fluorescence, EC20 TRH enhancement; enhancement, % at 2 µM; 360,000 compounds, 0.66% hits; AID 493056; in the data active = enhancement above about 30%; also: 0% is about no effect
Target sequence (P34981 whole entry, looked up): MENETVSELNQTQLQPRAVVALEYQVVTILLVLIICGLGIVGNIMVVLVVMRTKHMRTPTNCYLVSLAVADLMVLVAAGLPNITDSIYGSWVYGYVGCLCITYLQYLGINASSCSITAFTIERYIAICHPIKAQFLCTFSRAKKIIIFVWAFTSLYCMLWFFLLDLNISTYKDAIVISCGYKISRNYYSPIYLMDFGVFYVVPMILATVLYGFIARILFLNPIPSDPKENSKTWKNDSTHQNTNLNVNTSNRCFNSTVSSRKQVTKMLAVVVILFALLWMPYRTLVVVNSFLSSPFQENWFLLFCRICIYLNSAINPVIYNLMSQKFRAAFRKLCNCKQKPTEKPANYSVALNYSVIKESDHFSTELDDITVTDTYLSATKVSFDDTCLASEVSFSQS
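Enhancer read-out: after compound pinning and an initial kinetic agonist-mode read, an EC20 of TRH (10 nM final) was injected and fluo-8 calcium signal (Ex 480/Em 530) followed at 1 s/cycle for 100 cycles in TRHR-expressing cells.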
RXFP1 antagonist: RXFP1 (human) relaxin receptor antagonism. Q9HBX9. HEK293-RXFP1, relaxin-stimulated cAMP HTRF, 30 min; hits give low values. activity change, negative = inhibition, % at 57.5 µM. 350,000 compounds, 0.59% hits. AID 1259400;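 active = activity change of -60% or lower, but not beyond a set lower limit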; also: % is scaled to controls: 0 for no effect and ±100 for the full control effect
TRHR ag: agonists of human TRH receptor | P34981 | TRHR cells, calcium flux fluo-8, FDSS agonist mode | activation, % at 2 µM | 360,000 compounds, 0.18% hits | AID 493084; also: 0% is about no effect
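In this calcium-flux screen, cells bearing human TRHR are dye-loaded with fluo-8, baselined for 10 cycles, then exposed to library compounds; positive kinetic calcium responses during the agonist phase mark hits, with TRH as control.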
D2 potentiator: positively modulates the human D2 dopamine receptor allosterically | P14416 | HEK293 T-REx D2, calcium flux, EC20 dopamine potentiation | potentiation, % at 10 µM | 340,000 compounds, 0.34% hits;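 active = potentiation over 3 SD above the plate norm, cut at about 30% in these data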; also: 0% is about no effect
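Tetracycline-induced HEK293 T-REx cells force-coupled to calcium signalling expressed D2; compounds were pin-added after a 10 s baseline, read kinetically 180 s, then an EC20 dopamine challenge followed with a further 180 s calcium read.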
D1 antagonist: blocks dopamine activation of the human D1 receptor. HEK293 TREx D1 cells, calcium flux, dopamine EC80; hits give low values. 360,000 compounds, 3.2% hits. P21728. activity change, negative = inhibition, % at 10 µM; in the data active = activity change below about -30%; also: % is scaled to controls: 0 for no effect and ±100 for the full control effect
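Allosteric or orthosteric antagonism assessed as attenuation of the calcium response to EC80 dopamine, added 180 s after compound, in induced HEK293 Trex D1 cells loaded with no-wash calcium dye.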
Active calls of the source: *; · = no result given; & = joins results of further samples. Rule as the data show it, unless noted: active = activation above about 30%; inactive = the rest.

1	O=C(NCc1ccccc1F)C1CCN(c2nnc(-n3cccc3)s2)CC1
2	CC(=O)c1ccc(NC(=O)c2sc(-n3nc(C)c(Cc4ccc5c(c4)OCO5)c3C)nc2C)cc1
3	CC(C)(C)c1ccc(OCCOc2ccc(C(C)(C)C)cc2NC=O)c(NC=O)c1
4	CCOc1ccc(OCc2nnc(SCC(=O)NC3CCS(=O)(=O)C3)n2-c2ccc(Cl)cc2)cc1 (stereo not drawn)
5	Cc1ccc(S(=O)(=O)N2CCN=C2SCc2ccc(Cl)c(Cl)c2)cc1
6	O=c1ccc2cc([N+](=O)[O-])c(CCO)cc2o1
7	Cc1c(C(=O)NCc2ccc3c(c2)OCO3)oc2ccc(S(=O)(=O)N3CCCCCC3)cc12
8	Cc1ccsc1C(=O)Nc1ccc(F)c([N+](=O)[O-])c1

Compound,1,2,3,4,5,6,7,8
D1 agonist,0,1,3,4,2,3,2,5
D2 ag,-0.8,-1.5,-0.4,0.8,0.7,1.2,0.8,-0.8
D2 antagonist,·,·,-19,1,30*,0,-25,-11
D1 potentiator,-5,-1,11,8,-4,3,-4,2
TRHR enhancer,-9,3,26,-4,2,-3,6,-4
RXFP1 antagonist,·,-13,-15,-4,12,·,4,·
TRHR ag,-0.9,-1.0,1.5,-0.3,0.7,1.0,1.4,-0.4
D2 potentiator,·,5,6,3,-4,13,-6,7
D1 antagonist,7,-4,24,10,4,5,5,-3

9	O=C(O)c1ccc(Nc2nc(-c3cccnc3)nc3ccccc23)cc1
10	Cc1sc(NC(=O)C2C3CCC(O3)C2C(=O)O)c(C(=O)OC(C)C)c1-c1ccc(Cl)cc1 (stereo not drawn)
11	Cc1ccc(NC(=O)COc2ccccc2)cc1Cl
12	COc1ccc(C2C(C(C)=O)=C(O)C(=O)N2c2ccccn2)cc1 (stereo not drawn)
13	CC(C)(CNC(=O)CC1C(=O)NCCN1Cc1cccc(F)c1F)N1CCOCC1 (stereo not drawn)
14	CCCNC(=O)OC[C@H]1O[C@H](CCO/N=C/C[C@@H]2C=C[C@H](OC(C)=O)[C@@H](COC(C)=O)O2)C=C[C@@H]1Oc1ccc(OC)cc1
15	O=[N+]([O-])c1cccc(CSc2nnc(Cc3ccccc3)n2-c2ccc(F)cc2)c1
16	Cc1ccc(NCCC(=O)c2ccc(Cl)cc2)cc1C

Compound,9,10,11,12,13,14,15,16
D1 agonist,1,2,8,3,4,4,1,0
D2 ag,-0.1,0.5,0.4,-1.2,-0.6,·,0.0,-0.7
D2 antagonist,1,-10,1,-14,-9,·,-1,-13
D1 potentiator,-4,4,-3,3,1,-5,5,-5
TRHR enhancer,-1,6,7,3,-1,1,-6,-13
RXFP1 antagonist,·,-12,4,-34,9,·,0,-2
TRHR ag,-1.1,-0.1,0.1,-0.1,0.6,-0.2,-0.5,-0.4
D2 potentiator,7,-4,8,-6,-2,·,6,-18
D1 antagonist,-14,2,6,-13,-6,-30*,5,10

17	O=C(OCC(O)CN1CCCCC1)C12CC3CC(CC(C3)C1)C2 (stereo not drawn)
18	Cn1c(=O)c2c3c(sc2n2c(SCc4ccc5c(c4)OCO5)nnc12)COC(C)(C)C3
19	COc1ccc(NC(=O)CC2C(=O)N(c3ccc(OC)cc3)C(=O)N2Cc2ccc(OC)c(OC)c2)cc1 (stereo not drawn)
20	Cc1ccc(CNC(=O)Cn2cc(C(=O)c3ccc(F)cc3)c(=O)c3ccc(C)nc32)cc1
21	O=C(NC1CCS(=O)(=O)C1)C1CCCCN1S(=O)(=O)c1ccc(Cl)cc1 (stereo not drawn)
22	CN(C)c1ccc(-c2nn3c(-c4ccc(Cl)cc4)nnc3s2)cc1
23	CC(SC(=S)N(C)Cc1cccs1)C(=O)O (stereo not drawn)
24	CCC(C)Nc1nc2c(c(=O)n(C)c(=O)n2C)n1C (stereo not drawn)

Compound,17,18,19,20,21,22,23,24
D1 agonist,7,2,-1&0,1,1,1,3,1
D2 ag,-2.9,0.0,-0.3&-1.1,-0.7,0.5,-0.1,0.8,0.2
D2 antagonist,8,-3,-9,·,0,1,-15,7
D1 potentiator,-1,-3,-2&-2,6,-7,0,0,7
TRHR enhancer,-3,9,6&-3,-3,6,-4,6,2
RXFP1 antagonist,-4,·,7,-3,-10,3,-2,-2
TRHR ag,1.1,-0.3,0.1&-0.6,0.3,0.5,0.1,0.0,0.1
D2 potentiator,-3,9,2,3,-5,18,22,0
D1 antagonist,-3,-11,-10&-5,5,-13,10,-15,-7

25	COc1cc(C2CC(=O)C=C(O)C2)cc(OC)c1OC (stereo not drawn)
26	O=C(O)C1=CC(c2ccc(Br)cc2)n2ncnc2N1 (stereo not drawn)
27	N#Cc1c(N)sc2c1CCCCCC2
28	COc1ccc(-c2csc(NC3OC(=O)c4ccccc43)n2)cc1 (stereo not drawn)
29	COC(=O)COc1ccc(S(=O)(=O)NCc2ccco2)cc1Cl
30	O=S(=O)(c1ccc(Cl)cc1)N1CCCC1c1nc(-c2cccc(Cl)c2)no1 (stereo not drawn)
31	O=C(Nc1sc2c(c1-c1nc3ccccc3[nH]1)CCCC2)C1CC1
32	CCOc1ccccc1CNc1nc2ccccc2n1C

Compound,25,26,27,28,29,30,31,32
D1 agonist,1,-1,3,1,3,7,1,4
D2 ag,·,·,2.9,0.4,-0.2,1.9,-0.9,0.4
D2 antagonist,·,·,6,1,23,1,7,7
D1 potentiator,1,-1,-1,-3,5,-4,8,-12
TRHR enhancer,-5,8,-2,-2,-4,3,8,-4
RXFP1 antagonist,7,·,-16,-7,1,-7,-6,7
TRHR ag,0.5,0.5,-0.6,-0.3,-0.4,0.8,-0.4,-0.7
D2 potentiator,·,0,0,-2,0,4,-5,-7
D1 antagonist,4,-14,2,-5,11,5,4,0

33	COCCN(C(=O)CCC(=O)Nc1cc(C)on1)C(C(=O)NC1CCCC1)c1ccccc1C (stereo not drawn)
34	O/N=C/c1cn(-c2ccccc2)nn1
35	Cc1nnc(Sc2nc3ccccc3o2)c2ccccc12
36	Cn1c2ccccc2c2cnn(CC(=O)Nc3ccc(Cl)cc3)c(=O)c21
37	Cc1cccc(-c2noc(-c3c(C)noc3C)n2)c1
38	COc1ccc2nc(C)cc(SCC(=O)N/N=C/c3ccco3)c2c1
39	CC1=C([N+](=O)[O-])C(c2ccc(Cl)cc2)NC(=O)N1 (stereo not drawn)
40	CCOC(=O)c1sc(NC(=O)CSc2nc(O)c(Cc3ccccc3)c(=O)[nH]2)nc1C

Compound,33,34,35,36,37,38,39,40
D1 agonist,0,5,1,2,2,8,6,-2
D2 ag,0.6,1.4,-0.4,0.7,0.6,-0.6,·,-0.8
D2 antagonist,-5,-4,-10,1,6,-20,·,2
D1 potentiator,-2,1,0,4,-2,·,0,-1
TRHR enhancer,2,7,-5,0,-1,1,4,0
RXFP1 antagonist,-4,0,-10,-2,-11,1,-16,-2
TRHR ag,0.1,0.0,-0.5,0.1,0.4,-0.1,0.0,0.2
D2 potentiator,1,13,32*,0,-3,11,·,3
D1 antagonist,5,6,-6,-1,12,5,-9,13

Random excerpt: six compounds from above, in no set order.
37	Cc1cccc(-c2noc(-c3c(C)noc3C)n2)c1
35	Cc1nnc(Sc2nc3ccccc3o2)c2ccccc12
38	COc1ccc2nc(C)cc(SCC(=O)N/N=C/c3ccco3)c2c1
39	CC1=C([N+](=O)[O-])C(c2ccc(Cl)cc2)NC(=O)N1 (stereo not drawn)
34	O/N=C/c1cn(-c2ccccc2)nn1
36	Cn1c2ccccc2c2cnn(CC(=O)Nc3ccc(Cl)cc3)c(=O)c21

Compound,37,35,38,39,34,36
D1 agonist,2,1,8,6,5,2
D2 ag,0.6,-0.4,-0.6,·,1.4,0.7
D2 antagonist,6,-10,-20,·,-4,1
D1 potentiator,-2,0,·,0,1,4
TRHR enhancer,-1,-5,1,4,7,0
RXFP1 antagonist,-11,-10,1,-16,0,-2
TRHR ag,0.4,-0.5,-0.1,0.0,0.0,0.1
D2 potentiator,-3,32*,11,·,13,0
D1 antagonist,12,-6,5,-9,6,-1

Continued.
41	CN1CCN(C2=NC(=O)/C(=C/c3ccccc3OS(=O)(=O)c3ccccc3)S2)CC1
42	CCCCn1c2ccccc2c2nnc(SCC(=O)Nc3ccc(NC(C)=O)cc3)nc21
43	CCCCc1ncc(CN2CCC(n3nccc3NC(=O)C(OC)c3ccccc3)CC2)[nH]1 (stereo not drawn)
44	O=C(NC1=NCCS1)C1Cc2ccccc2CN1C(=O)c1ccccc1 (stereo not drawn)
45	COc1ccccc1N(CN1C(=O)c2ccccc2C1=O)C(=O)c1cccc(C)c1
46	COC(=O)c1c(C)[nH]c(C(=O)/C=C/c2ccccc2F)c1C
47	COc1ccccc1CCC(=O)OCC(=O)NC1CC1
48	CC(=O)NCc1nc2ccccc2n1C(C)C
49	CSc1ccc(S(=O)(=O)NCc2ccccc2Cl)cc1
50	CN1C(=O)N(C)C2C1NC(=O)N2C (stereo not drawn)

Compound,41,42,43,44,45,46,47,48,49,50
D1 agonist,3,0,1,4,0,2,2,-2,2,1
D2 ag,·,-0.7,-0.8,-1.1,-1.1,0.2,0.0,0.0,-0.4,0.1
D2 antagonist,·,·,-16,-4,9,0,2,-15,-5,7
D1 potentiator,-4,-4,-8,9,-8,-4,-3,-2,-8,0
TRHR enhancer,3,-3,1,-3,0,1,3,1,0,2
RXFP1 antagonist,-8,-8,-3,4,10,11,-1,-5,-25,-2
TRHR ag,0.0,-0.2,0.1,-0.7,-0.1,-0.1,0.1,0.9,-1.1,0.4
D2 potentiator,·,7,-5,5,1,-4,-11,2,-5,3
D1 antagonist,0,-10,10,-4,15,-13,-25,-9,-26,12
